All columns: NCI-60 one-dose screen, growth in % after 48 h at 10 µM unless noted; 100 = growth as untreated, 0 = no growth, -100 = all killed.
HCT-15 – HCT-15 colon cancer; AID 1794746; 5.2% of 82,000 active
HCT-116 – HCT-116 colon cancer; 7.3% of 82,000 active
COLO 205 – COLO 205 colon cancer. 7.3% of 79,000 active. AID 1794742
KM12 – KM12 colon cancer cells. 5% of 82,000 active. AID 1794800
OVCAR-4 – OVCAR-4 ovarian cancer cells | 3.7% of 80,000 active
SW-620 – SW-620 colon cancer. 5.2% of 82,000 active
HT29 – HT29 colon cancer; 7.4% of 81,000 active; AID 1794748
SK-OV-3 – SK-OV-3 ovarian cancer cells | 3.2% of 80,000 active | AID 1794785
IGROV1 – IGROV1 ovarian cancer; 4.7% of 79,000 active; AID 1794786
* = called active by the depositor; . = not tested or not shown; & = joins results of further samples. The calls were made as follows: active = growth percent below 10; inactive = the rest.

SMILES	HCT-15	HCT-116	COLO 205	KM12	OVCAR-4	SW-620	HT29	SK-OV-3	IGROV1
CO[C@H](C(=O)[C@@H](O)[C@@H](C)O)[C@@H]1Cc2cc3cc(OC4CC(OC5CC(O)C(O)C(C)O5)C(O)C(C)O4)c(C)c(O)c3c(O)c2C(=O)[C@H]1OC1CC(OC2CC(OC3CC(C)(O)C(O)C(C)O3)C(O)C(C)O2)C(O)C(C)O1 (stereo not given in full)	6.7*	5.3*	-67*	-5.7*	8.2*	-25*	0.2*	35	-21*
COC(=O)c1cc2ccccc2[nH]c1=O	100	102	109	106	108	102	107	104	125
O=C(O)CCCCCC1=CCCCC1	94	105	114	107	110	105	116	105	138
CC(=O)N1CCN(CCNC(=O)n2cc(-c3ccncc3)c(-c3ccc(O)c(Cl)c3)n2)CC1	118	111	119	103	127	130	103	104	127
CCCCCCC/C=C/[C@H]1O[C@]2(O)C(=O)C=C3C[C@@H](O[C@@H]4O[C@H](CO)[C@@H](O)C(O)[C@@H]4O)C[C@@H]3[C@H]2C=C1C (stereo not given in full)	-25*	-46*	12	15	30	-29*	-12*	58	-7.1*
C#CC(C)(C)N1CCCCC1	100	102	110	119	107	111	.	107	100
Cc1cc(=O)oc2cc(OCCCOc3ccc(/C=C/C(=O)Nc4ccccc4F)cc3)ccc12	101	88	113	103	94	106	107	95	112
NS(=O)(=O)Oc1ccc(NC(=O)c2ccccc2)cc1	106	111	113	109	102	99	113	107	109
COc1cc(C(=O)/C=C/C23c4ccccc4C(c4ccccc42)C2C(=O)NC(=O)C23)cc(OC)c1OC (stereo not given)	44	31	.	40	48	43	20	.	52
O=C(NCCO)c1ccccc1O	102	102	112	104	98	114	83	104	102
COc1ccc(N2C(=O)CSC2=S)cc1	120	99	104	101	104	90	112	108	119
O=C(CSc1cc[n+](CCCCCCO)c2ccccc12)n1ccc2ccccc21	104	91	103	92	97	99	106	105	79
NC(=O)C(=O)N/N=C/c1ccc([N+](=O)[O-])o1	82	90	106	103	96	96	115	122	86
CCCCCn1ncc(-c2c(O)c(O)cc3c(O)c(-c4c(C)cc5c(-c6cnn(CCCCC)n6)c(O)c(O)cc5c4O)c(C)cc23)n1	14	3.2*	-6.7*	4.3*	35	18	-21*	-1.0*	13
Oc1cccc(-c2nc(-c3nnc(SCc4ccccc4)o3)cc3c2[nH]c2ccccc23)c1	66	59	99	64	58	92	115	96	69
O=C(NCc1ccco1)c1ccc(-c2ccc(Br)cc2)o1	93	96	108	96	98	101	91	108	102
O=C(O)c1ccc(Br)cc1C(=O)O	108	102	111	108	96	105	106	108	107
COc1ccc(Cl)cc1C(=O)Nc1nc2ccc(Cl)cc2s1	87	53	83	95	.	101	109	92	66
O=C1CCCCc2cc(O)c(O)cc21	91	113	102	96	106	101	99	106	101
COc1ccc2c(c1)c(-c1nc(-c3cn(C)c4ncccc34)cs1)cn2C	77	93	120	82	.	103	81	105	109
O=C(Cn1cc(CN2C(=O)c3ccc([N+](=O)[O-])cc3C2=O)nn1)Nc1ccc(Cl)cc1[N+](=O)[O-]	102	108	118	101	109	99	106	89	104
CCCCCCCCN(CC(=O)O)CC(=O)O	101	101	110	109	106	107	110	104	104
CC1=NC=NC2C(=O)NN=C(C)C12 (stereo not given)	98	98	124	117	109	113	107	105	79
O=C(Nc1ccccc1)c1nc[nH]c1C(=O)Nc1ccccc1	89	72	107	94	81	93	80	74	81
O=C(CCCCCCNC(=O)C(O)(O)C(F)(F)F)Nc1ccc(Cl)cc1	39	4.0*	-57*	21	47	5.2*	5.1*	-7.0*	28
The results go on.
SMILES	HCT-15	HCT-116	COLO 205	KM12	OVCAR-4	SW-620	HT29	SK-OV-3	IGROV1
C=C(Cl)Cc1cc(C(CC)C(CC)c2ccc(O)c(CC(=C)Cl)c2)ccc1O (stereo not given)	80	67	129	86	68	84	100	104	105
O=C1NC(=O)N(Cc2ccccc2)CC1Br (stereo not given)	45	28	65	106	78	52	77	87	57
O=C1c2ccccc2-c2c1c1c3ccccc3n(CCBr)c1c1c3ccccc3n(CCBr)c21	85	94	99	83	98	105	89	100	79
Cc1ccccc1NC(=O)/C=C\C(=O)O	94	101	109	108	.	104	104	100	112
C/C(=C1/SC(=S)NC1=O)c1ccc(Cl)c(O)c1	110	99	115	103	112	97	106	113	118
O=C(Cn1ccnc1)Nc1nccs1	102	104	107	110	106	107	107	105	91
N#Cc1n[nH]n2c1nc(=O)c1sccc12	108	91	103	100	92	103	95	87	100
C=C(C)[C@@H]1CC[C@]2(C(=O)O)CC[C@]3(C)[C@H](CC[C@@H]4[C@@]5(C)C[C@@H](Cc6cn([C@H]7C[C@H](n8cc(C)c(=O)[nH]c8=O)O[C@@H]7CO)nn6)[C@H](OC(=O)CC(C)(C)C(=O)O)C(C)(C)[C@@H]5CC[C@]43C)[C@@H]12	96	92	109	107	93	97	104	88	109
COc1ncc(F)c(OC)n1	.	101	110	105	90	107	104	98	103
Oc1ccc(Cl)c(O)c1	106	106	109	103	115	99	126	112	104
CCCCN[C@H]1CC[C@@]2(C)[C@@H](CC[C@@]3(C)[C@H]2[C@H](O)C[C@H]2/C(=C(\CCC=C(C)C)C(=O)OC)[C@@H](OC(C)=O)C[C@@]23C)[C@@H]1C	99	102	104	104	102	96	96	104	99
Cc1c(C=NCCN2CCCCC2)c(=O)n2c([nH]c3ccccc32)c1C#N	95	95	104	105	103	104	98	98	100
N#Cc1c(-c2cccs2)cc(-c2cnccn2)nc1SCC(=O)NNC(=S)Nc1ccccc1	85	104	115	97	98	107	104	116	107
CSc1ccc2c3c(n(C[C@H](O)CO)c(=O)c2c1)-c1ccccc1C3=O	19	-21*	54	25	85	28	16	82	53
C[C@H]1[C@H](C)CC[C@]2(C(=O)NCC#CCN3CCN(C)CC3)CC[C@]3(C)C(=CC[C@@H]4[C@@]5(C)Cc6c([nH]c7ccccc67)C(C)(C)[C@@H]5CC[C@]43C)[C@H]12	47	26	53	75	83	58	19	87	94
COC(=O)c1[nH]c(=O)c(C#N)c(C(=O)OC)c1C(=O)/C=C/c1ccccc1	83	82	139	93	90	104	119	120	103
CCc1nc(NC(=O)CCl)c(C#N)cc1C	113	95	127	112	98	127	110	110	99
c1ccc(-c2ccc3c(c2)NC(C2Nc4cc(-c5ccccc5)ccc4O2)O3)cc1 (stereo not given)	103	103	132	121	103	116	105	110	38
CC1CC(=O)N2CCc3cncn3C12C (stereo not given)	97	108	116	107	107	99	103	104	98
c1ccc(-c2cc(-c3ccccc3)on2)cc1	93	93	124	89	97	101	110	105	.
COc1ccc(/C=C2/C(=O)Nc3cc(Cl)c(CCCl)cc32)cc1	78	85	99	74	95	84	101	103	71
Cc1ccccc1-n1c(C)nc2ccc(N3CCNC3=O)cc2c1=O	106	120	104	107	105	99	109	107	103
Cc1c(C(=O)NO)sc2ncnc(Nc3ccccc3)c12	91	103	116	102	95	90	101	126	88
CCOC(=O)C1CCC(=O)N1Cc1c[nH]c2ccccc12 (stereo not given)	101	94	105	102	100	107	99	106	102
OCCN1CCCN(CCCN2c3ccccc3Sc3ccc(C(F)(F)F)cc32)CC1	62	29	-82*	55	54	68	8.2*	77	41
(next part)
SMILES	HCT-15	HCT-116	COLO 205	KM12	OVCAR-4	SW-620	HT29	SK-OV-3	IGROV1
COc1ccc(NNS(=O)(=O)O)cc1	101	100	104	105	111	100	100	102	.
O=C(COC(=O)c1ccccc1)c1ccc(-c2ccccc2)cc1	99	102	114	107	90	105	105	113	108
Cc1ccc(S(=O)(=O)NCC(C)C)cc1	98	108	102	100	106	100	98	100	96
CCOC(=O)CNC(=O)Nc1ccc(Oc2ccc(NC(=O)NCC(=O)OCC)cc2)cc1	99	98	105	105	106	98	107	104	102
O=S(=O)(O)c1ccc(O)c(O)c1	115	99	105	103	108	108	122	106	121
COc1cc2nc(SCc3nnc(NC(=O)c4ccccc4)s3)n(-c3ccc(Cl)cc3)c(=O)c2cc1OC	105	97	112	101	100	105	101	109	91
COc1cccc(-c2nc3sccn3c2-c2ccnc(NCCCNS(=O)(=O)c3ccc(C(F)(F)F)cc3)c2)c1	39	42	70	57	38	69	47	73	60
Cc1cc(C(O)CN(C)C)cc2c1ccc1cc(C(C)C)ccc12 (stereo not given)	-39*	-100*	-78*	-96*	-2.0*	-90*	-65*	84	-64*
OCC(O)c1ccccc1 (stereo not given)	112	99	102	92	104	94	104	109	104
COc1ccc(-n2nc(C(=O)Nc3ccc(CC(=O)O)cc3)nc2-c2ccccc2)c(OC)c1OC	102	100	99	95	100	92	97	95	99
O=C1C2=C(Nc3ccccc3N2)OC1c1c[nH]c2ccc(COc3ccccc3)cc12 (stereo not given)	85	85	112	99	70	95	102	75	80
C=CCNC(=S)/N=C/C(C(=O)Nc1ccccc1)=C(/C)O	107	97	102	100	111	102	102	105	100
Cn1c(=O)c2c(nc(Br)n2CC(=O)N2CCc3ccccc32)n(C)c1=O	99	103	118	101	100	101	108	110	98
CC(=O)NC1COC(CO)C(OC2OC(CO)CC(O)C2NC(C)=O)C1O (stereo not given)	103	105	104	104	103	101	110	125	106
CCSc1nc2c([nH]1)c(=O)n(C)c(=O)n2C	95	105	105	100	111	108	109	103	.
O=C(O)/C=C\C(=O)Nc1ccc(Cc2ccc(NC(=O)/C=C\C(=O)O)cc2)cc1	104	111	118	97	106	99	101	108	107
O=C(O)c1ccccn1	102	103	101	103	110	112	98	92	108
O=C(Nc1cccc(-c2nc3ccccc3[nH]2)c1)c1ccc(C(=O)Nc2cccc(-c3nc4ccccc4[nH]3)c2)cc1	105	88	120	108	100	102	102	100	84
CCC(=O)c1ccc(OCc2ccccc2)cc1	90	94	135	105	105	103	110	102	85
O=C(Cn1ccnc1)Nc1ccccn1	104	104	111	110	84	103	108	99	109
CC1=CC(C)(C)NC(=S)N1c1cccc(C)c1	97	104	104	105	103	101	106	112	109
CC(=O)c1cc(C)ccc1C	103	98	131	99	99	103	109	110	100
COc1ccc(-c2sc3nc(-c4ccc(Cl)cc4)c(/C=C/c4ccc(F)cc4)n3c2-c2ccc(OC)cc2)cc1	102	94	101	107	102	107	104	94	105
CCOC(=O)c1c2ncccc2n2c(=O)n(Cc3ccccc3)nnc12	108	94	119	112	97	.	100	101	86
C[C@H](N)[C@H](O)c1cccc(O)c1	104	106	103	103	111	101	102	107	106
Following part
SMILES	HCT-15	HCT-116	COLO 205	KM12	OVCAR-4	SW-620	HT29	SK-OV-3	IGROV1
c1ccc2c(c1)ccn2CCCN1CCCCC1 (tested in a mixture with another compound)	103	108	101	111	109	97	112	115	108
O=C1N(Cc2ccccc2)CC2(Br)COCOC12O (stereo not given)	95	103	94	120	.	105	97	102	127
O=[N+]([O-])c1cc(S(=O)(=O)Nc2ccccc2)ccc1Nc1ccccc1	101&100	81&84	99&94	101&96	75	107&107	104&98	99	82&95
CCCCCCCCCCCCCCCCSc1ccc(S(=O)(=O)N(C)C)cc1C(=O)O	94	96	101	104	86	108	101	99	105
C=C(C)c1ccc(/C=N/NC(N)=S)cc1	96	85	120	55	84	98	86	125	83
CC(=O)c1ccccc1	94	103	112	106	108	98	108	110	108
CN(C)C(=S)Nc1ccccc1	105	92	170	106	95	100	99	147	106
COc1ccc(/C=C(\NC(=O)c2ccccc2)C(=O)NN(C)c2ccnc3cc(Cl)ccc23)cc1OC	103	89	94	101	101	102	102	82	100
CC(C)=NOC(=O)Nc1ccc(Cl)cc1	74	83	106	57	112	81	111	104	101
Nc1nc(-c2ccccc2)c(N=Nc2ccc([N+](=O)[O-])cc2Cl)s1	68	70	98	90	80	90	96	82	86
Nc1nc(N)c2c(n1)NC(c1ccccc1)CC(c1cccc(Nc3ccncc3)c1)=N2 (stereo not given)	100	59	75	78	82	80	69	103	86
COc1cc(C2c3cccn3-c3ccccc3N2C(C)=O)cc(OC)c1OC (stereo not given)	91	96	107	94	103	96	101	111	89
CC(/C=N/N=C1\C(=O)Nc2ccccc21)=C\c1ccccc1	102	94	100	102	76	95	98	102	100
CCn1c2c(c(=N)c3c1CCC3)CCCC2	97	91	105	94	87	99	102	95	92

Screening results as filed in PubChem BioAssay.
